# Arr AP2 block – inhibitors of human beta-arrestin and AP2 interaction; FITC-arrestin peptide / GST-AP2 beads, flow cytometry; AP2 beta2 appendage carries R879A mutation; inhibition, % at 10 µM; hit rate 0.31% among 340,000; AID 504490;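 active = inhibition above a set limit, near 3 SD of compounds lacking own fluorescence, cut at about 54% in these data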;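 also: plate controls were DMSO wells for no effect and 5 µM unlabelled arrestin peptide for full effect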
#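 System: GST-AP2 R879A bound to glutathione beads, E. coli-expressed. Also added: 50 nM FITC-arrestin peptide. Schedule: compound with beads 12 min RT, then probe 1 h RT. Signal: bead flow cytometry, FITC channel. Read-out basis: percent response.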
# NSD2 inh – NSD2 (human) methyltransferase inhibition; O96028; hit rate 0.54% among 310,000; inhibition, % at 12.5 µM; AID 743445; NSD2 peptide methylation, AlphaScreen, 120 min; in the data active = inhibition above about 50%
# RTF Ca sens inh – cardiac RTF calcium desensitization. IANBD-labeled cardiac RTF, Ca2+ fluorescence. hit rate 0.12% among 340,000. P19429+P45379. inhibition, % at 7.15 µM;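 active = inhibition above the mean inhibition of all tested compounds plus 3 SD, cut at about 17% in these data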;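 also: assay run at fixed EC70 calcium of 1.6 mM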
# V-ATPase pHluor – yeast V-ATPase proton transport regulation by pHLuorin | S. cerevisiae, pHLuorin cytosolic pH fluorescence | response, % at 10 µM | hit rate 0.37% among 350,000 | AID 504577; in the data active = response mostly above about 7.3%, no sharp cut-off; inactive = mostly below about 5.4%; also: actives read high; inactives centre near 0; some compounds called inactive have numbers as strong as hits; reference of the scale not given here
# LANA DNA inh – blocks KSHV LANA C-terminal domain binding to DNA; MBP-C-LANA/FAM-LBS DNA binding, fluorescence polarization; inhibition, % at 9 µM; hit rate 0.078% among 340,000; AID 504423;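 active = highest replicate inhibition at or above 60% at 9 µM, even if other replicates fall short; inactive = all replicates below 60% inhibition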;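 also: 0% = neutral control wells and 100% = 4 µM acridine orange control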
# DAGLB inh – diacylglycerol lipase beta (human) inhibition; HEK293T DAGLB membrane lysate, EnzChek fluorogenic substrate; inhibition, % at 5.17 µM; hit rate 0.059% among 340,000; in the data active = inhibition above about 34%;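 also: 0% = enzyme with vehicle and 100% = wells lacking enzyme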
# Keap1 Nrf2 FP – disrupts human Keap1 binding to Nrf2 peptide; hit rate 0.15% among 340,000; Q14145; inhibition, % at 9.4 µM; Keap1 Kelch-Nrf2 peptide fluorescence polarization, 1536-well; in the data active = inhibition above about 12%;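 also: human Keap1 Kelch domain with fluorescein labeled Nrf2 9mer peptide probe; 0% = neutral control wells and 100% = peptide positive control; higher means more block of Keap1 binding to Nrf2 peptide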
# Target sequence (Q14145 whole entry, looked up, the tested form may be a part): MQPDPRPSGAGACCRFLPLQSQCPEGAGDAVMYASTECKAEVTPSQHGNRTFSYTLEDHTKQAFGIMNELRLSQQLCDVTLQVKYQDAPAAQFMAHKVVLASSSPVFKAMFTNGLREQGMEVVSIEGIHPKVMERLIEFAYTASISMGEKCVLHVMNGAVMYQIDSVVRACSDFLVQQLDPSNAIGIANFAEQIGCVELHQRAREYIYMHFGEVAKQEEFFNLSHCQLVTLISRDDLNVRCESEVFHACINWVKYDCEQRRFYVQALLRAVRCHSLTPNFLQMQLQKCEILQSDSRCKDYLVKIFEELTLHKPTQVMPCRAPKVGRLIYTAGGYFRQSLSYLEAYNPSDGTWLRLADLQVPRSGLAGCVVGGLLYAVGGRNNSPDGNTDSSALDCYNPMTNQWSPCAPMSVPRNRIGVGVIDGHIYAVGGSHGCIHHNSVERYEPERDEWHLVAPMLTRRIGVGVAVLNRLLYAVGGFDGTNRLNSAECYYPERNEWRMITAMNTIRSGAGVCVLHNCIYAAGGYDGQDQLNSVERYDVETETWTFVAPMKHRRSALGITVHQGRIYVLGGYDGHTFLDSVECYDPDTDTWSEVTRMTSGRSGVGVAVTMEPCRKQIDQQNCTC
# CAL PDZ FP-1 – CAL PDZ (human) peptide binding inhibition | inhibition, % at 24.9 µM | AID 602252 | purified CAL PDZ, TMR-peptide fluorescence polarization, 1 h | hit rate 0.92% among 300,000 | Q9HD26;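 active = mean inhibition of at least 30% with at least half of replicates also reaching 30%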;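 also: 0% = DMSO neutral control and 100% = excess unlabeled competitor peptide PRC23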
# CAL PDZ FP-2 – inhibitors of human CAL PDZ peptide binding | Q9HD26 | purified CAL PDZ, TMR-peptide fluorescence polarization, 1 h | AID 504414 | hit rate 0.02% among 330,000 | inhibition, % at 20 µM;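 active = highest replicate inhibition of at least 40%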;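 also: plate controls were DMSO neutral control wells for no effect and unlabeled competitor peptide control wells for full effect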
#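 material = purified tagged CAL PDZ domain construct (CerCALP) | compound dosing = 20 µM, one dose | times = 1 h at RT | measured by = fluorescence polarization from S- and P-plane intensities, G-factor corrected | read-out = inhibition from polarization loss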
# DSG3 Ab inh – blocks pemphigus antibody binding to human desmoglein-3 | P32926 | DSG3-coupled beads, scFv-anti-DSG3-GFP binding, flow cytometry; active compounds read low | binding (percent of control), % at 10 µM | hit rate 0.48% among 310,000;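 active = binding more than 3 SD below its plate's average and above zero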;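 also: hits lower antibody fragment binding to DSG3; some compounds called inactive have numbers as strong as hits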
# Starred values were filed as active, the others as inactive; · = not tested or not shown. Only part of the results is shown. The share of hits here may be higher or lower than overall.
1) Cc1ccccc1NS(=O)(=O)c1ccc(C(=O)N(C)CC(=O)Nc2ccccc2Br)cc1
2) COc1ccccc1N(Cc1ccccc1)S(=O)(=O)c1cccc(C(=O)NCC2CCCO2)c1 (stereo not given)
3) O=C(CSc1ncnc2sccc12)N1CCN(C(=O)c2cccs2)CC1
4) Cc1cc(C)nc(SCC(=O)N/N=C\c2sccc2C)n1
5) CC(C)CNC(=O)C(=O)NCC(c1ccc2c(c1)OCO2)N1CCOCC1 (stereo not given)
6) CCC(C)CN1CCC(CO)(Cc2ccccc2Cl)CC1 (stereo not given)
7) CCOC(=O)C1=NN(c2ccccc2C)C2=NC(C)=C(C(=O)OC)C(c3cccs3)N12 (stereo not given)
8) O=C(Nc1ccc(Cl)cc1)C1C2C=CC3(O2)C1C(=O)N(CCN1CCCCC1)C3C(=O)NC1CCCCC1 (stereo not given)
Assay by compound | 1 | 2 | 3 | 4 | 5 | 6 | 7 | 8
Arr AP2 block | 40 | -10 | -3 | 2 | 7 | 0 | 2 | 4
NSD2 inh | 2 | -1 | 0 | 0 | -3 | -2 | 1 | 5
RTF Ca sens inh | 1 | -6 | -8 | -1 | -3 | 3 | -1 | 11
V-ATPase pHluor | -7 | -2 | 1 | 1 | 3 | -1 | 4 | 0
LANA DNA inh | -0.5 | 0.7 | 3.0 | 0.1 | 1.1 | 1.8 | 0.2 | -0.2
DAGLB inh | -3 | -1 | 2 | -2 | 3 | 1 | -1 | 1
Keap1 Nrf2 FP | 2 | -7 | -3 | -1 | 2 | -1 | -7 | 1
CAL PDZ FP-1 | 4 | -4 | -3 | -4 | 9 | · | · | -3
CAL PDZ FP-2 | 0.0 | -0.7 | -1.3 | · | -2.9 | -0.4 | -1.1 | 1.0
DSG3 Ab inh | 95 | 99 | 105 | 99 | 105 | 104 | 101 | ·

9) CCc1ccc(/C(C)=N/NC(=O)c2ccc(-n3cnnn3)cc2)cc1
10) CCOC(=O)C1(CCOc2ccccc2)CCN(CC2CC2)CC1
11) COc1ccc(Nc2nc(N3CCCCC3)nc3ccccc23)c(OC)c1
12) Cc1ccc(S(=O)(=O)N2CCN(C(=O)c3c(C)nn(-c4ccccc4)c3Cl)CC2)cc1
13) Cc1cc(C(=O)Nc2ccc(C)c(S(=O)(=O)N3CCOCC3)c2)c(C)o1
14) CCOC(=O)c1c(-c2ccc3ccccc3c2)csc1NC(=O)CCCC(=O)O
15) CCOC(=O)N1CCC2(CC1)C(C#N)=C(N)Oc1n[nH]c(CSc3ccc(C)cc3)c12
16) COC(=O)c1sccc1NC(=O)c1ccncc1
Assay by compound | 9 | 10 | 11 | 12 | 13 | 14 | 15 | 16
Arr AP2 block | -4 | -11 | 4 | 0 | 15 | 7 | 8 | -7
NSD2 inh | 0 | 6 | · | · | -1 | 0 | -2 | 1
RTF Ca sens inh | -4 | -3 | -3 | -3 | 6 | 0 | -1 | -1
V-ATPase pHluor | 3 | 0 | 1 | 0 | -2 | -3 | -4 | 1
LANA DNA inh | -1.1 | 2.0 | 0.8 | -1.0 | 3.3 | 1.4 | 0.2 | 1.0
DAGLB inh | -1 | -3 | -2 | -5 | -5 | 4 | -1 | 0
Keap1 Nrf2 FP | -1 | -2 | 0 | -4 | 1 | -1 | 3 | 2
CAL PDZ FP-1 | -2 | -1 | 0 | -3 | -4 | 18 | 5 | -1
CAL PDZ FP-2 | -1.1 | · | -2.0 | -0.6 | -0.3 | -5.6 | -1.3 | -1.2
DSG3 Ab inh | · | 99 | 112 | 98 | 98 | 98 | 99 | 98

17) CSc1nc(N)nc2c1ncn2CC(=O)N[C@H](CO)Cc1c[nH]c2ccccc12
18) C/C(=N\Nc1ccccc1C(=O)O)c1ccncc1
19) Cc1cc(Nc2ccccc2)nn1C(=O)c1ccccc1
20) N#CC(Cc1ccccc1OC(F)F)c1nc2ccccc2[nH]1 (stereo not given)
21) COc1ccc(NC(=O)Nc2ccc(F)c(Cl)c2)cc1
22) CCOc1cc(NC(=O)c2ccco2)c(OCC)cc1NC(=O)Cc1cccc(OC)c1
23) COc1cccc(N2CCN(C(=S)Nc3ccc(F)cc3)CC2)c1
24) Cc1cc(NC(=O)C(=O)NCc2cccc(Cl)c2)no1
Assay by compound | 17 | 18 | 19 | 20 | 21 | 22 | 23 | 24
Arr AP2 block | 5 | -2 | -28 | -4 | 2 | 9 | 2 | 2
NSD2 inh | · | -6 | · | · | -4 | 1 | 9 | 15
RTF Ca sens inh | -4 | 9 | -2 | -2 | 1 | -2 | -9 | 4
V-ATPase pHluor | 2 | 4 | 2 | 0 | -1 | 1 | -1 | -4
LANA DNA inh | -0.4 | 0.1 | -0.7 | -0.8 | 0.1 | 0.1 | -0.3 | 0.9
DAGLB inh | -2 | 1 | -5 | -2 | -3 | -6 | -5 | -2
Keap1 Nrf2 FP | -2 | -1 | -5 | -4 | -5 | 0 | -1 | -7
CAL PDZ FP-1 | -4 | -1 | 1 | -1 | 3 | 5 | · | 0
CAL PDZ FP-2 | 0.0 | -0.8 | -1.6 | 0.2 | -1.1 | -1.8 | -2.4 | 1.3
DSG3 Ab inh | 97 | 89 | 122 | 91 | 111 | · | 107 | 113

# 3 compounds already listed, ordered by the value under Arr AP2 block, largest number first:
no. | Compound | Arr AP2 block | NSD2 inh | V-ATPase pHluor | LANA DNA inh | DAGLB inh | Keap1 Nrf2 FP | CAL PDZ FP-1 | CAL PDZ FP-2 | DSG3 Ab inh
17 | CSc1nc(N)nc2c1ncn2CC(=O)N[C@H](CO)Cc1c[nH]c2ccccc12 | 5 | · | 2 | -0.4 | -2 | -2 | -4 | 0.0 | 97
18 | C/C(=N\Nc1ccccc1C(=O)O)c1ccncc1 | -2 | -6 | 4 | 0.1 | 1 | -1 | -1 | -0.8 | 89
20 | N#CC(Cc1ccccc1OC(F)F)c1nc2ccccc2[nH]1 (stereo not given) | -4 | · | 0 | -0.8 | -2 | -4 | -1 | 0.2 | 91

# Reformatted bar-delimited: entries from further up
entry | Molecule | Arr AP2 block | NSD2 inh | RTF Ca sens inh | V-ATPase pHluor | LANA DNA inh | DAGLB inh | Keap1 Nrf2 FP | CAL PDZ FP-1 | CAL PDZ FP-2 | DSG3 Ab inh
4 | Cc1cc(C)nc(SCC(=O)N/N=C\c2sccc2C)n1 | 2 | 0 | -1 | 1 | 0.1 | -2 | -1 | -4 | · | 99
5 | CC(C)CNC(=O)C(=O)NCC(c1ccc2c(c1)OCO2)N1CCOCC1 (stereo not given) | 7 | -3 | -3 | 3 | 1.1 | 3 | 2 | 9 | -2.9 | 105
6 | CCC(C)CN1CCC(CO)(Cc2ccccc2Cl)CC1 (stereo not given) | 0 | -2 | 3 | -1 | 1.8 | 1 | -1 | · | -0.4 | 104
7 | CCOC(=O)C1=NN(c2ccccc2C)C2=NC(C)=C(C(=O)OC)C(c3cccs3)N12 (stereo not given) | 2 | 1 | -1 | 4 | 0.2 | -1 | -7 | · | -1.1 | 101

# New compounds follow
25) CCCc1cc(=O)oc2cc(C)c3c(C)coc3c12
26) CCOc1ccc(S(=O)(=O)N2CCOCC2)cc1NC(=O)C1=COCCO1
27) Cc1ccc(CN2CC(C(=O)NC(c3nc4ccccc4[nH]3)C(C)C)CC2=O)cc1 (stereo not given)
28) CCOc1ccc(-n2c([S-])c(C(=O)Nc3ccc(S(=O)(=O)N4CCOCC4)cc3)[n+]3cc(C(N)=O)ccc23)cc1
29) Cc1cc(C(=O)OC(C)C(=O)N2CCc3ccccc32)ccc1[N+](=O)[O-] (stereo not given)
30) Cc1ccc(-n2nnnc2-c2cccs2)cc1[N+](=O)[O-]
31) C=CCn1c(COc2ccc(F)cc2)nnc1SCC(=O)NC(=O)NCc1ccco1
32) CC(=O)Nc1cccc2c1Cc1cc([N+](=O)[O-])ccc1-2
Assay by compound | 25 | 26 | 27 | 28 | 29 | 30 | 31 | 32
Arr AP2 block | -3 | 12 | 0 | 11 | -2 | -8 | 2 | 4
NSD2 inh | 28 | -5 | 3 | 1 | 5 | 3 | 15 | -2
RTF Ca sens inh | 4 | -7 | -4 | -16 | -4 | 0 | -1 | -15
V-ATPase pHluor | 3 | 3 | -2 | 0 | 7 | -1 | -2 | 6
LANA DNA inh | 1.5 | 1.5 | -2.5 | -3.0 | 0.0 | 0.9 | -1.5 | 1.5
DAGLB inh | -16 | -1 | 2 | 6 | 2 | -2 | 1 | 1
Keap1 Nrf2 FP | 3 | -5 | 3 | 1 | -5 | 2 | -2 | 0
CAL PDZ FP-1 | -2 | -3 | -8 | -2 | -1 | 0 | -2 | -2
CAL PDZ FP-2 | -0.8 | -1.5 | -1.1 | -4.9 | 0.7 | -1.0 | -0.2 | -0.1
DSG3 Ab inh | 104 | 98 | 84 | 98 | 114 | 111 | 92 | 92

33) FC(F)(F)c1cc(-c2ccc(Cl)cc2)nc(NCc2cccnc2)n1
34) COc1ccc(C2CC(c3ccccc3)=NN2C(=O)COC(=O)c2nc3nccc(C)n3n2)cc1 (stereo not given)
35) CCC1CN(C(=O)N2CCC(C(=O)NCc3ccccc3OC)CC2)c2cc(C)ccc2O1 (stereo not given)
36) CCN1C(=O)c2cccc3c(S(=O)(=O)N4CCC(C)CC4)ccc1c23
37) Cc1ccc(C(=O)NCC(=O)OC(C)C(=O)Nc2ccc(N3CCOCC3)cc2)s1 (stereo not given)
38) Cc1c(C(=O)OCc2ccccc2)nnn1-c1nonc1N
39) CCCN1C(=O)c2ccc(C(=O)Nc3ccccc3C(=O)O)cc2C1=O
40) Cn1c(CSCC(=O)Nc2ccccc2)nnc1SCc1ccccc1
41) Oc1cccc(Oc2ncc(C(F)(F)F)cc2Cl)c1
Assay by compound | 33 | 34 | 35 | 36 | 37 | 38 | 39 | 40 | 41
Arr AP2 block | 3 | -4 | -12 | -12 | 7 | 30 | 5 | -5 | -4
NSD2 inh | 0 | -1 | -4 | -21 | 0 | -1 | -1 | -1 | 0
RTF Ca sens inh | -2 | 1 | -3 | -4 | -2 | -1 | -6 | 6 | -9
V-ATPase pHluor | 2 | -1 | 6 | -1 | 2 | 1 | -3 | 3 | -1
LANA DNA inh | 1.3 | 0.3 | -0.4 | 0.9 | -2.3 | -1.7 | 0.5 | 16 | 2.6
DAGLB inh | -5 | 1 | -1 | -6 | 1 | -5 | 5 | 2 | -4
Keap1 Nrf2 FP | -1 | -3 | -2 | -4 | -7 | -3 | 0 | 4 | 4
CAL PDZ FP-1 | -1 | 0 | -2 | -12 | -4 | -2 | -3 | -2 | 12
CAL PDZ FP-2 | -2.2 | -0.9 | 0.4 | -0.8 | -1.9 | 0.0 | -1.3 | 0.2 | -1.2
DSG3 Ab inh | 108 | 98 | 107 | 97 | 94 | 103 | 109 | 116 | 92

# Compound activity as filed in PubChem.
